Screening results from PubChem.
CXXC DNA block: MLL CXXC-DNA interaction inhibition; Q03164; MLL-CXXC / FITC-HOXA9 DNA fluorescence polarization; Potency, µM (top dose mostly 115 µM), inactives show at the highest dose activity change, negative = inhibition, hits mostly inhibitors; 0.037% of 290,000 active; AID 2662; active means well fitted inhibition curve with a large enough effect in the polarisation, with a control signal flat, not every such curve was filed as active; inconclusive means small, poorly fitted or top-dose-only effect, or effect the other way, or a change in a side signal; inactive means no such curve, though single readings can be large or run the other way; the % refers to the polarisation
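Fluorescence polarization: 7 uM MLL-CXXC (stock) preincubated 5 min with compounds, then 50 nM fluorescein-HOX-A9 DNA (stock) added; 30 min ambient. Buffer 50 mM Tris-HCl pH 7.5, 50 mM NaCl, 1 mM DTT, 0.05% BSA.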
p53 reactivation: re-activators of mutant p53. H1299 p53-A138V BP100-luciferase reporter, luminescence, 24 h. Potency, µM (highest dose often 92.2 µM), for the others: at the highest dose activity change, positive = activation, most hits filed as activators. 0.063% of 320,000 active. AID 504706; further: % of control where 0% means no effect; nearly all actives have a fitted effect of over 45% in size
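H1299 (p53-null), stable ts p53-A138V + BP100-Luc; 1000 cells/well, Opti-MEM/10% FBS; cpd 4 pt, 1:5; 24 h, 37 deg C, 5% CO2; detection reagent 10 min RT; luminescence.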
MBNL1-CUG inh: MBNL1-poly(CUG) RNA binding inhibition. 0.036% of 280,000 active. Potency, µM (doses to about 57.5 µM), for the others: top-dose activity change, negative = inhibition, usual class: inhibitors. TR-FRET MBNL1-His/biotin-(CUG)12 binding, 665/545 ratio. AID 2675. Q9NR56; active means well fitted inhibition curve with a large enough effect in the signal ratio, with a control signal flat, not every such curve was filed as active; inconclusive means small, poorly fitted or top-dose-only effect, or effect the other way, or a change in a side signal; inactive means no such curve, though single readings can be large or run the other way; the % refers to the signal ratio; further: on the % scale 0 is the no-effect control and ±100 the full control effect
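TR-FRET between His-tagged MBNL1 and biotin-(CUG)12 RNA, detected with Tb anti-His antibody (0.055 ng/ul) and streptavidin-XL665 (5 nM), 60 min at room temperature. Compounds titrated 92 nM to 58 uM; 665/545 nm ratio normalized to buffer and complex controls.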
Rab9 promoter act: activators of Rab9 promoter; Huh7 Rab9 promoter-luciferase reporter, luminescence, 24 h; Potency, µM (top dose mostly 9.22 µM), for inactives: at the highest dose activation, negative = inhibition, usual class: activators; 2.8% of 320,000 active; AID 485297; further: % of control where 0% means no effect; nearly all actives have a fitted effect of over 60% in size
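Cells were plated at 1500 per well in reduced-serum medium with 10% FBS and left 2 h. Compound in DMSO was then added for 24 h at 37 °C. Reporter signal was read by luminescence after 10 min with luciferase detection reagent.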
uPA surface inh: blocks generation of uPA at the cell surface; cell surface uPA generation assay, qHTS; Potency, µM (titrated, usually from 38.3 µM), without a hit: top-dose activity change, negative = inhibition, hits mostly inhibitors; 0.31% of 330,000 active; AID 540303; active means well fitted inhibition curve with a large enough effect; inconclusive means small, poorly fitted or top-dose-only effect; inactive means no such curve, though single readings can be large or run the other way; tested in mouse RAW 264.7 cells; further: on the % scale 0 is the no-effect control and ±100 the full control effect; nearly all actives have a fitted effect of over 55% in size
ELG1 genotox: genotoxicity induction in ELG1-luciferase HEK293T cells; 1.3% of 330,000 active; HEK293T ELG1-luciferase reporter, luminescence, 16 h; AID 504466; Potency, µM (series often up to 46 µM), for inactives: at the top dose activity change, positive = activation, hits mostly activators; further: % of control where 0% means no effect; nearly all actives have a fitted effect of over 60% in size
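Cells (2,000/well) expressing the ELG1-luciferase fusion are dosed by pin tool and kept 16 hr at 37 °C, 5% CO2. Signal comes from ONE-Glo luciferase reagent after 30 min at room temperature.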
RORgamma inh: blocks mouse ROR gamma transcriptional activity; 5.4% of 310,000 active; P51450; Potency, µM (series often up to 53.6 µM), for the others: at the top dose activity change, negative = inhibition, actives largely listed as inhibitors; Drosophila S2 Gal4-RORgamma UAS-luciferase reporter, 20 h; further: on the % scale 0 is the no-effect control and ±100 the full control effect; nearly all actives have a fitted effect of over 60% in size
Target sequence (P51450 whole entry, looked up, the tested form may be a part): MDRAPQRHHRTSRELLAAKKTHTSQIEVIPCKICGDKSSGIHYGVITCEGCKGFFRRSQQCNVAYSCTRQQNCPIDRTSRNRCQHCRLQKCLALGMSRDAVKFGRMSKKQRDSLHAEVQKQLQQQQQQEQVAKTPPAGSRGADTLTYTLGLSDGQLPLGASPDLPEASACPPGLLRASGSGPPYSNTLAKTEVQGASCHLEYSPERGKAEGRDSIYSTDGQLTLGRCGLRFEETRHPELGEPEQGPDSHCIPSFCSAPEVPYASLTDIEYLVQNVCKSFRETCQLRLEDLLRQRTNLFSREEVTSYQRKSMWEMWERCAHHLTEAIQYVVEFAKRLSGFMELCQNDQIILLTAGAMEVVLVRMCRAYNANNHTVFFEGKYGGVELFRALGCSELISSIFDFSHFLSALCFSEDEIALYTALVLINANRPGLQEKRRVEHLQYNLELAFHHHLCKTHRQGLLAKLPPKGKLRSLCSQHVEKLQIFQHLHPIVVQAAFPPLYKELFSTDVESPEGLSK
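Schneider cells (Drosophila), stable Gal4 DBD–ROR gamma + UAS-luc; 1 hr cmpd preincubation; Cu2+ induction 700 uM final; 20 hr ambient; luminescence.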
BRCA1 expr up: BRCA1 expression activation; MCF7-BRCA1-FFLuc reporter, luminescence, 48 h; response scale: scaled: vehicle 0%, 10 µM genistein 100%; Potency, µM (top dose mostly 46.1 µM), inactives show at the highest dose activation, actives largely listed as activators; 1.1% of 380,000 active; further: nearly all actives have a fitted effect of over 80% in size; some results filed as inactive show a strong effect at the top dose
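MCF7-BRCA1-FFLuc cells, 2000/well in phenol-red-free MEM, attached 2 h then treated 48 h at 37 C. Luciferase luminescence read 15 min after reagent; normalized to genistein maximum activation (10microM) and DMSO, concentration-response fitted.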
FLuc modulator: counter-screen for miR-21 project: firefly luciferase inhibitors or activators; 6.9% of 360,000 active; AID 588342; purified FLuc, Km substrates, luminescence inhibition; Potency, µM (top dose mostly 57.5 µM), without a hit: top-dose activity change, negative = inhibition, actives largely listed as inhibitors;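 further: plate controls were vehicle for no effect and reference inhibitor for full effect; nearly all actives have a fitted effect of over 55% in size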
Target sequence (P08659 whole entry, looked up): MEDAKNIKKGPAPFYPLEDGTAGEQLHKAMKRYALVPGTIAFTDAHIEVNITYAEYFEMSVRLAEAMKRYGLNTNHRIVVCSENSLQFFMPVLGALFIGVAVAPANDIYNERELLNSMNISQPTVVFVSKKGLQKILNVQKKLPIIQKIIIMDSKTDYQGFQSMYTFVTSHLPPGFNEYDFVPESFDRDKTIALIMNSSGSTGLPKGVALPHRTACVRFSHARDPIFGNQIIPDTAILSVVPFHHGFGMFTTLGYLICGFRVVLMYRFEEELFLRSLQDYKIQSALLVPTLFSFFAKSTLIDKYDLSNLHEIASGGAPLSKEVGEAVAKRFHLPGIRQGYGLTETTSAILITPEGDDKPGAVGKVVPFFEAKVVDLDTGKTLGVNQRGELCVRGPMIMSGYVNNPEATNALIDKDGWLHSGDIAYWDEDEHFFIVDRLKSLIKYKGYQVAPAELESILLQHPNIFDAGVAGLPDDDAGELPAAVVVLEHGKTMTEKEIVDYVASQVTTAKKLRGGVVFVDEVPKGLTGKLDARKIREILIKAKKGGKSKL
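Purified P. pyralis luciferase (10nM final) with 10uM D-luciferin and 10uM ATP (Km levels) in 50mM Tris acetate pH 7.5, 10mM Mg acetate, 0.01% Tween-20, 0.05% BSA; qHTS 6-point titration, ~60 µM downward; luminescence read.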
NPC1 promoter act: activates the NPC1 promoter; Huh7 NPC1 promoter luciferase reporter, 24 h; 2.4% of 320,000 active; Potency, µM (doses to about 9.22 µM), for the others: at the highest dose activation, most hits filed as activators;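 further: % of control where 0% means no effect; nearly all actives have a fitted effect of over 60% in size; reporter is driven by a mutant NPC1 promoter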
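Cells: Huh7 expressing luciferase under the NPC1 promoter, 1500/well. Seeded 2 h, compound added, incubated 24 h at 37 °C. Luciferase reagent, 10 min ambient, then luminescence.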
Gal4-VP16 FLuc: inhibits Gal4-VP16 luciferase reporter, ROR gamma counter-screen; Potency, µM (highest dose often 53.6 µM), without a hit: at the top dose activity, negative = inhibition, actives largely listed as inhibitors; Drosophila S2 Gal4-VP16 UAS-luciferase, luminescence, 20 h; 3.5% of 310,000 active;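 further: Gal4-VP16 expression switched on by copper sulfate through the metallothionein promoter; on the % scale 0 is the no-effect control and ±100 the full control effect; nearly all actives have a fitted effect of over 50% in size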
* = called active by the depositor; ? = inconclusive; / = not tested or not shown; [ ] = dose if it differs, or a comment. Unless noted, the call rests on the fitted dose curve; in most records, active means well fitted curve in the direction sought with a large enough effect; inconclusive means small, poorly fitted or top-dose-only effect, or another doubt; inactive means no such curve, though single readings can be large; an effect the other way counts as inactive or inconclusive. Potency means the concentration at half of the fitted maximal effect. A portion of the library; count on the stated rates, not on these rows.

compound | Rab9 promoter act | NPC1 promoter act | p53 reactivation | BRCA1 expr up | MBNL1-CUG inh | RORgamma inh | FLuc modulator | uPA surface inh | CXXC DNA block | Gal4-VP16 FLuc | ELG1 genotox
COc1ccc(Cc2nc3ccc(C(=O)NCCn4cccn4)cc3o2)cc1 | 4% | -2% | 18% | 7% | 1% | 15% | -6% | 7% | -2% | -5% | 0%
COc1ccc(O[C@H]2C=C[C@@H](c3ccccc3)O[C@@H]2COC(=O)CC/C(C)=N/O[C@@H](C)c2cc(-c3c(C)cc(C)cc3C)no2)cc1 | -2% | -3% | 12% | / | -17% | 6% | 7% | / | 7% | -5% | -2%
CCCN(CCO)CCCc1ccccc1 | -4% | 0% | -7% | 1% | 0% | ? | 0% | 8% | -5% | 8% | 0%
O=C(NC(c1ccccc1)c1ccccc1)C1(c2cccs2)CCOCC1 | -2% | 1% | -6% | -26% | 5% | 15% | -8% | -4% | 12% | -6% | -1%
CCOc1cc(C(c2c(C)[nH][nH]c2=O)c2c(C)[nH][nH]c2=O)ccc1OS(=O)(=O)c1ccc(C)cc1 | 2% | 4% | 1% | -14% | -3% | 9% | -4% | / | -2% | -9% | -1%
Cc1cccc(Sc2c([N+](=O)[O-])ncn2C)c1 | 3% | -3% | -11% | 0% | 17% | -16% | 2% | -12% | -3% | ? | -2%
COc1ccc(S(=O)(=O)NC2CCCC2)c(OC)c1 | -2% | 0% | / | -2% | -17% | / | -1% | 10% | 12% | / | 2%
COc1cccc(OC)c1C(=O)N1CCN(Cc2ccccc2C)CC1 | 6% | -8% | -5% | -4% | 2% | -1% | -1% | 0% | 5% | 5% | -2%
COc1ccc(C(O)(CCN2CCOCC2)c2ccccc2)cc1 (stereo not drawn) | -4%[1.84 µM] | -3% | -3% | -4% | -15% | -5% | 7% | 3% | 8% | -1% | 0%
O=C(c1ccc(S(=O)(=O)Cc2cc(F)ccc2F)c([N+](=O)[O-])c1)N1CCCCC1 | -2% | -2% | 4% | -59% | 12% | -6% | 2% | -9% | -8% | -1% | -9%
CN(CCNC(=O)C1CC(=O)N(c2ccc(F)c(Cl)c2)C1)Cc1ccccc1 (stereo not drawn) | 1% | 1% | 2% | -3% | -7% | -1% | 1% | -2% | 1% | 8% | -3%
c1ccc(-n2cc(CNCCc3cscn3)c(-c3ccc4c(c3)OCO4)n2)cc1 | -9% | -4% | 0% | -21% | 0% | -18% | ? | -4% | 0% | 5% | -3%

Quoted at random: three entries already listed, in no set order.
compound | Rab9 promoter act | NPC1 promoter act | p53 reactivation | BRCA1 expr up | MBNL1-CUG inh | RORgamma inh | FLuc modulator | uPA surface inh | CXXC DNA block | Gal4-VP16 FLuc | ELG1 genotox
CCCN(CCO)CCCc1ccccc1 | -4% | 0% | -7% | 1% | 0% | ? | 0% | 8% | -5% | 8% | 0%
c1ccc(-n2cc(CNCCc3cscn3)c(-c3ccc4c(c3)OCO4)n2)cc1 | -9% | -4% | 0% | -21% | 0% | -18% | ? | -4% | 0% | 5% | -3%
O=C(c1ccc(S(=O)(=O)Cc2cc(F)ccc2F)c([N+](=O)[O-])c1)N1CCCCC1 | -2% | -2% | 4% | -59% | 12% | -6% | 2% | -9% | -8% | -1% | -9%

The list continues:
compound | Rab9 promoter act | NPC1 promoter act | p53 reactivation | BRCA1 expr up | MBNL1-CUG inh | RORgamma inh | FLuc modulator | uPA surface inh | CXXC DNA block | Gal4-VP16 FLuc | ELG1 genotox
CCc1ccc(NC(=O)CSc2nc3ccsc3c(=O)n2CCC(=O)O)cc1 | 4% | 4% | -3% | 30% | -8% | -2% | -12% | -13% | -2% | 6% | 3%
O=C(/C=C/c1c(Cl)cccc1Cl)NCCc1ccccc1 | 11% | 4% | -2% | 47% | 7% | -5% | ? | 1% | 16% | -4% | -2%
CCOC(=O)c1sc(NC(=O)CSc2nnc(-c3ccc(OC)cc3)n2CCOC)nc1C | -3% | 4% | 8% | 1%[1.84 µM] | -1% | ? | ? | -2% | -8% | -11% | 1%
CCOc1ccccc1NC(=O)COC(=O)CC(NC(N)=O)c1ccc(Cl)cc1 (stereo not drawn) | 0% | 0% | 2% | 8% | -9% | 12% | 5% | 7% | 7% | 0% | 0%
O=C(CCc1nc2ccccc2c(=O)[nH]1)Nc1ccc(F)c([N+](=O)[O-])c1 | 16% | 3% | 1% | -12% | ? | 24% | -6% | 0% | -1% | 15% | 4%
O=[N+]([O-])c1cc(-c2ccc(/C=N/c3nc4ccccn4c3-c3ccco3)o2)ccc1Cl | ? | 26% | 12% | 41% | ? | -39% | ? | -3% | 5% | 13% | ?
Cc1cc(NC(=O)c2ccc(C)c([N+](=O)[O-])c2)no1 | 2% | 10% | 0% | 19% | 22% | 6.3µM* | -4% | 4% | 11% | -11% | 4%
CC(=O)Cc1nsc(NC(=O)c2ccc(-c3ccc(Cl)cc3Cl)o2)n1 | 3% | 3% | 4% | 0% | -3% | -18% | 6.7µM* | 0% | -10% | 15% | -3%
CC(=O)C(C)Oc1ncn(-c2ccccc2)n1 (stereo not drawn) | / | / | / | 5% | -9% | -7% | -17% | 1% | 2% | 2% | /
Cc1ccc(NC(=O)Cn2ncc3c([nH]c4ccccc43)c2=O)cc1Cl | -4% | 1% | 4% | -13% | -4% | -12% | -1% | 6% | 63%[activator] | -12% | -3%[9.26 µM]
Cc1ccc(CNc2ccccc2C(=O)O)s1 | 6% | 3% | / | 28% | 2% | 15% | -5% | 27% | 4% | -7% | 2%
COc1ccc(CNC(=S)Nc2ccc(-c3ccccc3)cc2)cc1 | 1% | 4% | 4% | 20% | 27% | ? | -3% | 21% | ? | 7.1µM* | 4%
CCN1CCN(C(=O)/C(C#N)=C/c2ccc(OC(F)F)cc2)CC1 | 2% | -1% | 1% | -23% | -5% | -29% | -1% | 6% | -4% | -3% | 0%
Cc1nn(-c2ccccc2)c(C)c1N | 4% | 2% | 2% | -11% | -5% | 24% | 4% | -2% | -6% | ? | 3%
COc1ccc(CC(=O)Nc2nc(-c3ccc(F)c(F)c3)cs2)cc1 | 0% | -4% | 1% | -84% | -6% | ? | -2% | 0% | 6% | -2% | -18%
Cc1cccc(NC(=O)CSCC(=O)NCc2ccco2)c1 | 7% | 1% | / | -18% | -3% | / | 0% | -3% | 6% | / | 3%
COCCCNC(=O)c1cc(Sc2nnc(C)s2)nc2ccccc12 | -4% | 1% | -7% | -1% | 9% | ? | -1% | -2% | 4% | -6% | -8%
COc1nc2c(c(-c3cc(Br)cs3)c1C#N)Cc1ccccc1-2 | -4% | 2% | 1% | -12% | -12% | 0% | -2% | -12% | -1% | 6% | 1%
CC(=O)Nc1ccc(S(=O)(=O)NCc2nc(-c3ccccc3C)no2)cc1 | -1% | 1% | -6% | -5% | 3% | 20% | 0% | 2% | 1% | -8% | -3%
c1ccc(-n2nnnc2Sc2n[nH]c(-c3ccncc3)n2)cc1 | 1% | 0% | -5% | 7% | ? | ? | -2% | -1% | -2% | 4% | 4%
O=C(O)/C=C/C(=O)NNc1ccc([N+](=O)[O-])cc1 | -4% | -5% | 3% | 0% | ? | -3% | -3% | 8% | -1% | 1% | 5%
CSCC[C@H](N)C(=O)N1CCC(C(=O)N[C@H](C)C(=O)NC(C)c2ccccc2)CC1 (stereo partly drawn) | -1% | 10% | 9% | 5% | -10% | -7% | -1% | 3% | 3% | 0% | -5%
Cc1ccccc1NC(=S)N(CCN(C)C)C(C)c1ccccn1 (stereo not drawn) | -6% | -2% | 6% | -3% | -5% | ? | 9% | -3% | 14% | 5% | 9%
Clc1ccc(Cl)c(-c2ccc(/C=N/c3ncn[nH]3)o2)c1 | 2% | -4% | 5% | 2% | 120%[activator] | 5% | ? | / | 2% | -5% | 0%
Cn1cc(/C=N\O)nc2c(=O)n(-c3ccccc3)c(=O)nc1-2 | -3% | -1% | 9% | -10% | ? | 3% | -1% | / | 0% | -2% | 0%
CNc1oc(-c2ccccc2)nc1S(=O)(=O)c1ccc(C)cc1 | 0% | -2% | 5% | 3% | -7% | -6% | 0% | -1% | -3% | -2% | -6%
Cc1cc(C)n2nc(SCCOc3ccccc3)nc2n1 | 17% | -2% | 5% | 80% | 0% | 16% | -14% | -2% | 1% | 5% | 14%

Printed as active in RORgamma inh (from the list above):
| SMILES | Rab9 promoter act | p53 reactivation | RORgamma inh | uPA surface inh | CXXC DNA block |
| --- | --- | --- | --- | --- | --- |
| Cc1cc(NC(=O)c2ccc(C)c([N+](=O)[O-])c2)no1 | 2% | 0% | 6.3µM* | 4% | 11% |
